Source: PubChem (several laboratories)
M1 PAM = positive allosteric modulators of human M1 muscarinic receptor; CHO-K1 hM1, Fluo-8 calcium fluorescence, ACh EC20; 0% = ACh EC20, 100% = maximal ACh; activation, % at 3 µM; hit rate 0.088% among 360,000; in the data active means activation above about 19%, passing the limit was not always enough
Target sequence (P11229 whole entry, looked up): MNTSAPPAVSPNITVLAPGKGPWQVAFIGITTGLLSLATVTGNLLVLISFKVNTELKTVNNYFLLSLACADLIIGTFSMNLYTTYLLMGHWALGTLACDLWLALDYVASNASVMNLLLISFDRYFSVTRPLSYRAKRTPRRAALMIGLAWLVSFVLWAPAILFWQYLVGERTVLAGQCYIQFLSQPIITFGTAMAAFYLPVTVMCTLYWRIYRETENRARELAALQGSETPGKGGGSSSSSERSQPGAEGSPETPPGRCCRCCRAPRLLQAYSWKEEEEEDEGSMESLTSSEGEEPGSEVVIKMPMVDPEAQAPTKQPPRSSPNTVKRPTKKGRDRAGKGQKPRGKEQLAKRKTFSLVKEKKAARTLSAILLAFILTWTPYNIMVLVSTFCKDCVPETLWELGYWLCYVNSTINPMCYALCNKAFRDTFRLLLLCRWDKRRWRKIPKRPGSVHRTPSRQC
M4 PAM = potentiates acetylcholine response at human M4 receptor. P08173. CHO-K1 hM4/Gqi5, Fluo-8 calcium fluorescence, ACh EC20; 0% = ACh EC20, 100% = maximal ACh. activation, % at 3 µM. hit rate 0.4% among 360,000;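 active means activation above its plate's cutoff, the mean activation of sample wells plus 3 SD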; further: some results filed as inactive read as strong as hits
Target sequence (P08173 whole entry, looked up): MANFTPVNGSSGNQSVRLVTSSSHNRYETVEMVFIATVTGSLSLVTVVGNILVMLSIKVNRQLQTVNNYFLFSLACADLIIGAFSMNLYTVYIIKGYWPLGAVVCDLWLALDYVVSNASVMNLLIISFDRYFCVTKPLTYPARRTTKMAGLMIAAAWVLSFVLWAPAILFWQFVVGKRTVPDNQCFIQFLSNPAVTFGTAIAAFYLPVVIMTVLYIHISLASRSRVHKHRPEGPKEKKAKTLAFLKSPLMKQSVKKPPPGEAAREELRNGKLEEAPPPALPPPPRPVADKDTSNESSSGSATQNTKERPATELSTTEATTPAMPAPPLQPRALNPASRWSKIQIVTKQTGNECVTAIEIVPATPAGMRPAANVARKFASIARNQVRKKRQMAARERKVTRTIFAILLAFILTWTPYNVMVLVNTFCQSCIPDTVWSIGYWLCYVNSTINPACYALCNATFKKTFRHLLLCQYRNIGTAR
M5 antag = blocks acetylcholine activation of human M5 receptor | P08912 | CHO-hM5 cells, Fluo-8 calcium fluorescence, ACh EC80 | inhibition, % at 3 µM | hit rate 0.59% among 360,000 | AID 624040;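 active means inhibition above a per-plate cutoff, the mean of that plate's test compounds plus 3 SD, cut at about 27% in these data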;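 further: 0% = acetylcholine EC80 with DMSO and 100% = DMSO without agonist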
CHRM4 antagonist = blocks acetylcholine activation of human M4 receptor; P08173; CHO-hM4 cells, ACh EC80, Fluo-8 calcium fluorescence; inhibition, % at 3 µM; hit rate 0.73% among 360,000; AID 624125;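 active means inhibition above its plate's cutoff, the mean inhibition of sample wells plus 3 SD, cut at about 27% in these data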;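 further: 0% = acetylcholine EC80 with DMSO and 100% = DMSO without agonist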
CRFR2-BP antag = antagonists of CRF-binding protein/CRF-R2 receptor complex; HEK293 CRF-R2/CRF-BP, CRF-induced calcium fluorescence; inhibition, % at 11.8 µM; hit rate 0.59% among 350,000;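 active means inhibition of the ligand-induced calcium signal above about 50% at the single tested concentration, limit read from the data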
M4 ag = CHRM4 agonism in calcium assay | CHO-K1 hM4/Gqi5, Fluo-8 calcium fluorescence; vehicle 0%, full acetylcholine response 100% | activation, % at 3 µM | hit rate 0.14% among 360,000 | AID 624127;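 active means activation above the run mean over all test wells plus 3 SD, cut at about 32% in these data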;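 further: peak over basal fluorescence ratio per well then scaled between controls; 0% = DMSO wells and 100% = acetylcholine at EC100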
CHRM5 PAM = CHRM5 positive allosteric modulation. CHO-K1 hM5, Fluo-8 calcium, ACh EC20 PAM; 0% = ACh EC20, 100% = ACh EC100. activation, % at 3 µM. P08912. hit rate 0.3% among 360,000. AID 624038;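 active means activation above the run cutoff, the mean activation of all test compounds plus 3 SD, cut at about 18% in these data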
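Assay system – human M5 receptor in CHO-K1 cells · Read-out – % activation, ACh-normalized · Technique – Fluo-8 calcium fluorescence · Dosing – single-point, 3 µM nominal · Incubation – Fluo-8 loading 80 min at 37 °C plus 30 min room temperature · Repeats – singlicate, one well per test compound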
CHRM5 agonist = agonists of human muscarinic M5 receptor (CHRM5); CHO-K1 hM5 cells, Fluo-8 calcium fluorescence; 0% DMSO wells, 100% maximal acetylcholine response; activation, % at 3 µM; hit rate 0.19% among 360,000; AID 624037;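 active means activation above the run's mean over test compounds plus 3 SD, cut at about 23% in these data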;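 further: signal is peak over basal fluorescence ratio across the kinetic read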
CRFBP-R2 agonist = agonists of human CRF-binding protein/CRF-R2 receptor complex. HEK293 CRF-R2/CRF-BP, calcium dye fluorescence (FLIPR); percent of saturating CRF peptide response. activation, % at 13.2 µM. hit rate 0.46% among 350,000;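 active means activation of at least 50%, plus an integration ratio under a set limit after plate pattern correction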;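 further: plate controls were neutral control wells without compound for no effect and CRF at EC100 for full effect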
* = called active by the depositor; x = no result given.

Compound	M1 PAM	M4 PAM	M5 antag	CHRM4 antagonist	CRFR2-BP antag	M4 ag	CHRM5 PAM	CHRM5 agonist	CRFBP-R2 agonist
C[C@@H]1C[C@H](O)c2cc(Cl)ccc2N1	7	4	2	5	7	1	2	0	1.1
O=C(NNC(=O)c1ccccc1Cl)c1cccnc1	8	7	-6	-15	5	0	10	-2	0.0
Cc1csc(=O)n1CC(=O)OCC(=O)NNC(=O)c1ccc([N+](=O)[O-])cc1	14	4	0	-13	4	0	1	-1	-0.5
N/C(=N/OC(=O)c1ccc(Cl)cc1)c1ncc([N+](=O)[O-])s1	20	4	-6	-4	-4	0	10	2	3.1
Cc1nnsc1C(=O)NC(C)C12CC3CC(CC(C3)C1)C2 (stereo not given)	1	-4	-2	0	-27	-1	-2	-4	1.0
Cc1ccc(NCc2nnc3n2CCCCC3)c(C)c1	-8	1	16	1	0	1	-8	3	-0.9
CN(C)Cc1c(C(=O)N/N=C/c2ccco2)nnn1-c1nonc1N	-6	-7	5	-3	4	1	5	-1	-1.3
CCN1Cc2cc(OC)ccc2-c2ccccc2S1(=O)=O	13	2	7	-2	-7	0	-1	1	-3.6
O=C(C1COc2ccccc2O1)N1CCN(c2nc3c(F)cc(F)cc3s2)CC1 (stereo not given)	1	-6	5	-24	5	18	-19	0	3.9
COc1cccc(N2CCN(c3ccc4nnc(CCC(=O)Nc5ccc(F)cc5F)n4n3)CC2)c1	4	3	9	-1	4	2	-3	-2	-5.1

Some values from above:
CHRM5 agonist, CCN1Cc2cc(OC)ccc2-c2ccccc2S1(=O)=O stands at 1
CRFR2-BP antag, O=C(NNC(=O)c1ccccc1Cl)c1cccnc1 stands at 5

(listing goes on)
Compound	M1 PAM	M4 PAM	M5 antag	CHRM4 antagonist	CRFR2-BP antag	M4 ag	CHRM5 PAM	CHRM5 agonist	CRFBP-R2 agonist
CCNC(=O)CCSc1nnc(-c2ccco2)o1	8	0	-1	-12	5	1	-5	-4	-0.6
CCN(CC)c1ccc(C(=O)Nn2cnc3ccccc3c2=O)cc1	2	0	5	-4	-5	2	3	-5	-2.0
CC(=O)Nc1ccc(NC(=O)CNS(=O)(=O)c2ccc(C)cc2)cc1	-5	-1	0	6	12	3	-2	0	-0.1
Cc1ccc(S(=O)(=O)n2cnc3ccccc32)c(C)c1	4	2	-3	-4	-22	1	2	0	-1.7
Cc1ccc(-c2c(C(=O)N/N=C/c3sccc3C)nnn2-c2nonc2N)cc1	0	6	5	2	-36	5	6	2	2.8
O=c1[nH]c(N2CCN(Cc3ccc4c(c3)OCO4)CC2)nc2c1CCCC2	-5	0	7	0	-11	-2	-3	-4	-0.9
O=C(Cn1c(=O)oc2ccccc21)N1CCN(c2ccccc2)CC1	7	8	-4	-4	-5	2	4	1	0.6
COCCOC(=O)C1=C(N)OC2=C(C(=O)CCC2)C1c1cccnc1 (stereo not given)	0	5	9	2	-3	0	-5	-7	-0.8
COC(=O)c1ccc(COC(=O)c2ccc(-n3cnnn3)cc2)o1	6	-2	3	7	-11	1	1	2	-0.1
CSc1ccc(S(=O)(=O)NCC(=O)OCC(=O)NCc2cccs2)cc1[N+](=O)[O-]	1	1	7	0	6	4	-2	1	-1.9
CCOC(=O)c1c(NC(=O)CCS(=O)(=O)c2ccccc2)sc2c1CC(C)(C)NC2(C)C	6	1	22	-15	-9	2	-4	-3	-1.1
CCn1c(SCC(=O)Nc2ccc(Cl)cc2)nc2nc3c(cc2c1=O)CCCC3	-1	-4	6	-6	-12	0	-7	-2	0.5
Cc1snc(SCc2c(F)cccc2Cl)c1C#N	13	-5	11	1	-19	1	0	-4	2.7
CCCCN1CC(COCc2ccccc2)Oc2cccc(Oc3ccc(C)cc3)c2S1(=O)=O (stereo not given)	4	3	1	-2	-27	0	1	1	5.5
COc1ccc(NC(=O)c2nc[nH]c2C(=O)N[C@@H](C)c2ccccc2)cc1	8	3	3	0	6	1	-8	-5	-0.5
CN(C)c1nc2n(c(=O)n1)C(C#N)CS2 (stereo not given)	10	5	4	0	9	1	-4	2	-1.0
CC(C)c1ccc(S(=O)(=O)N2CCN(C(=O)CN3C(=O)NC(C)(c4ccccc4)C3=O)CC2)cc1 (stereo not given)	2	1	-2	-2	-5	2	0	1	0.5
NC(N)=Nc1nc(-c2ccccc2)c2cc(Cl)ccc2n1	8	1	0	4	-35	0	2	-13	3.4
COc1ccccc1-c1noc(-c2cc(OC)c(OC)c(OC)c2)n1	0	-3	4	3	-10	5	-5	-1	-2.8
O=C(CSc1nnc(-c2ccncc2)n1CC1CCCO1)NCc1ccccc1 (stereo not given)	14	-4	-3	1	-13	0	5	3	-0.8
COc1ccc(CC(N)c2csc(Nc3cc(NCc4ccco4)ncn3)n2)cc1 (stereo not given)	1	-1	0	-18	x	9	1	2	x
CC(C)C[C@H](NC(=O)[C@@H]1Cc2ccccc2CN1C(=O)OC(C)(C)C)C(=O)NCC1CCC(C(=O)O)CC1 (stereo not given in full)	6	10	5	-6	9	0	-1	-3	-0.9
CCOc1ccccc1N(CC(=O)NC1CCCCC1)S(=O)(=O)c1ccc(C)cc1	-4	-4	14	-1	-21	-1	-7	-6	4.8
CN(Cc1ccccc1)C(=O)c1csc([C@@H]2O[C@H](CO)[C@@H](O)[C@H]2O)n1	7	6	-8	-8	x	0	7	1	x
NC(Cc1c[nH]c2ccccc12)C(=O)NCc1ccccc1 (stereo not given)	19	1	5	-3	-2	2	-1	2	0.9
Cc1oc(=O)c(NC(=O)c2ccc(Cl)cc2)cc1C(=O)c1ccccc1	17	7	-1	22	-10	2	8	7	-0.3
O=C(Nc1ccccc1)c1nccn1Cc1ccc(F)cc1	8	-1	2	-5	0	2	6	-4	2.3
CCn1nc(C(=O)Nc2ccc(Cl)c(S(=O)(=O)N3CCOCC3)c2)c2ccccc2c1=O	13	6	0	4	-7	2	4	9	-0.4
CC(=O)NCC1CCCN(Cc2cn(-c3ccccc3F)nc2-c2cc(C)sc2C)C1 (stereo not given)	12	8	-3	-1	-1	2	4	-3	1.4
Nc1ccc2c(c1)C(=O)c1ccccc1C2=O	-2	6	5	9	2	2	-3	1	-0.7
O=C(NCCNC(=O)c1ccccc1O)c1ccccc1O	3	7	10	-13	-10	13	-5	7	-2.6
CC1(C(=O)NS(=O)(=O)Cc2cccc(Cl)c2)CCN1C(=O)C1CCCCC1 (stereo not given)	11	3	2	-14	x	0	-2	0	x
Oc1ccc(N2CCN(C(c3cccnc3)c3nnnn3Cc3ccccc3)CC2)cc1 (stereo not given)	9	5	-11	-17	9	-1	7	-4	-2.1
COc1cc2nc(CN3CCN(S(=O)(=O)c4ccc(Cl)cc4)CC3)[nH]c(=O)c2cc1OC	6	-5	5	2	-8	8	3	-5	-0.5
Cc1cc(C(=O)Nc2ccc(S(=O)(=O)N3CCCC3)cc2)cs1	3	9	9	-8	-27	2	-6	-2	-3.0
CCCCNc1c(-c2ccc(F)cc2)nc2nc(C)cc(C)n12	x	9	15	-14	x	-1	4	0	x
Cc1ccc(C(C(=O)NC2CCCCC2)N(CC2CCCO2)C(=O)CNC(=O)c2ccco2)cc1 (stereo not given)	2	7	-4	3	7	2	9	-5	-0.5
CCOC(=O)Cn1c(=NC(=O)c2sc3ccccc3c2Cl)sc2cc(S(N)(=O)=O)ccc21	0	-2	0	6	-4	1	0	0	-0.1
O=C(NCc1ccco1)c1ccccc1Br	-1	2	2	5	2	1	-1	0	-1.0
O=C(/C=C/Nc1ccc(S(=O)(=O)Nc2cnc3ccccc3n2)cc1)c1ccccc1	4	11	11	-2	-7	0	3	3	-0.4

Exported with values under each structure: part of the list above.
Each structure is followed by: M1 PAM	M4 PAM	M5 antag	CHRM4 antagonist	CRFR2-BP antag	M4 ag	CHRM5 PAM	CHRM5 agonist	CRFBP-R2 agonist
- CN(Cc1ccccc1)C(=O)c1csc([C@@H]2O[C@H](CO)[C@@H](O)[C@H]2O)n1
  7	6	-8	-8	x	0	7	1	x
- NC(Cc1c[nH]c2ccccc12)C(=O)NCc1ccccc1 (stereo not given)
  19	1	5	-3	-2	2	-1	2	0.9
- Cc1ccc(C(C(=O)NC2CCCCC2)N(CC2CCCO2)C(=O)CNC(=O)c2ccco2)cc1 (stereo not given)
  2	7	-4	3	7	2	9	-5	-0.5

Later entries
Compound	M1 PAM	M4 PAM	M5 antag	CHRM4 antagonist	CRFR2-BP antag	M4 ag	CHRM5 PAM	CHRM5 agonist	CRFBP-R2 agonist
COc1cc2c(cc1OC)C(c1ccccc1)CC2=O (stereo not given)	3	-6	10	-12	-5	0	-2	-3	-0.2
CCCCCCN=C1CC(C)(C)CC(=O)/C1=C(/O)CCC	1	-16	14	5	-6	10	-9	1	0.4
O=C(O)c1cccc(S(=O)(=O)Nc2ccc3oc(=O)sc3c2)c1	9	5	-3	-11	15	1	1	1	-2.9
O=C(C[C@H]1C[C@H]2c3cc(NC(=O)CC4CC4)ccc3O[C@H]2[C@H](CO)O1)NCc1ccccc1F	-2	0	-5	0	26	1	1	3	-0.3
COc1ccc(CCNC(=O)COC(=O)C2CC2C)cc1OC (stereo not given)	1	1	-3	2	5	1	5	5	0.4
Cc1ccccc1Cc1c(C)nc2nc(SCC(=O)NCCCN3CCCC3)nn2c1C	-31	-21	24	24	3	1	-12	-8	0.1
Cc1ccc(-c2nnn(CC(=O)NCCC3=CCCCC3)n2)cc1	3	1	1	2	0	0	4	-2	-2.8
CN(Cc1ccccc1)C(=O)CSc1nc2c(c(C(F)(F)F)n1)CCc1ccccc1-2	1	-1	-2	-1	-7	0	-11	-5	0.2
COc1ccc2[nH]c(O)c(NC(C)=O)c2c1	-3	-2	5	9	-10	0	-1	-3	-0.4
COc1cccc(-c2cnc3c(NC=O)cc(-c4ccc(S(C)(=O)=O)cc4)cn23)c1	0	-2	-4	0	x	1	-2	-1	x
CC(C)C[C@H]1CNC(=O)C(=O)N1C[C@H](Cc1ccc(O)cc1)NC(=O)CC12CC3CC(CC(C3)C1)C2	x	20	-1	-29	x	1	3	1	x
COc1ccc(C=C2SC(=O)NC2=O)cc1OC	8	4	18	-5	7	0	-12	2	-1.0
COc1cc(-c2c(C#N)c(N)nc3c2c(C)nn3-c2ccc(C)c(C)c2)cc(OC)c1OC	4	-9	5	17	21	-1	-10	0	6.8
COCCCNC(=O)CSC1=Nc2ccccc2C2=NC(CC(=O)NCc3ccccc3)C(=O)N12 (stereo not given)	11	8	-2	-5	8	0	-1	2	0.5
COc1ccc(C(=O)Nc2ccc(S(=O)(=O)Nc3cnc4ccccc4n3)cc2)cc1	8	3	5	-6	-1	1	1	3	0.7
CC1=C(C(=O)Nc2cccc(C(=O)NCC(C)c3ccccc3)c2)SCCO1 (stereo not given)	-5	-2	1	-30	-2	13	-4	0	-2.1
COC(=O)/C=C1/SC(=NC(=O)c2ccccc2)NC1=O	5	-9	6	11	-11	0	-2	-1	0.4
O=C(CCCNS(=O)(=O)c1cccs1)N1CCN(c2ccc(F)cc2)CC1	9	2	1	13	-2	2	-3	0	0.8
COCCN(CCOC)S(=O)(=O)c1ccc(C(=O)Nc2ccc([N+](=O)[O-])cc2OC)cc1	2	9	14	5	-16	3	-3	1	-0.7
COc1ccccc1-n1c2nc3ccccc3nc2c2c(=O)n(-c3cc(C)cc(C)c3)cnc21	9	2	5	4	25	0	-3	2	0.1
COc1ccc(N2CCC(CNC(=O)Nc3ccc(OC)cc3OC)C2)cc1 (stereo not given)	3	-1	1	-4	-17	1	1	-2	1.3
